From PubChem BioAssay
KLF5 inh: KLF5 expression inhibitors, primary screen, DLD-1 cells, luminescence; AID 1700, 2009; inhibition, % at 5 µM; 290,000 compounds, 0.23% hits; DLD-1 KLF5 promoter-luciferase reporter;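 active means inhibition above a per-plate limit of that plate's mean compound inhibition plus 3 SD, cut at about 60% in these data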;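 further: 0% = DMSO wells and 100% = LY294002 at 200 µM; higher means less KLF5 promoter-driven luciferase light; inactives centre near -14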
TRPC6 inhibitor: mouse TRPC6 channel inhibitors, primary screen, cell-based, HEK293, membrane potential dye; AID 2553, 2010; 310,000 compounds, 1.1% hits; ACh-evoked depolarization; active compounds read low; B-score at 10 µM;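 active means B-score under library mean minus 3 SD, initial fluorescence not abnormally high, positive integrated signal ratio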;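 further: B-score derived from integrated fluorescence ratio over the kinetic read; more negative B-score means stronger inhibition of depolarization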
Target sequence (Q61143 whole entry, looked up): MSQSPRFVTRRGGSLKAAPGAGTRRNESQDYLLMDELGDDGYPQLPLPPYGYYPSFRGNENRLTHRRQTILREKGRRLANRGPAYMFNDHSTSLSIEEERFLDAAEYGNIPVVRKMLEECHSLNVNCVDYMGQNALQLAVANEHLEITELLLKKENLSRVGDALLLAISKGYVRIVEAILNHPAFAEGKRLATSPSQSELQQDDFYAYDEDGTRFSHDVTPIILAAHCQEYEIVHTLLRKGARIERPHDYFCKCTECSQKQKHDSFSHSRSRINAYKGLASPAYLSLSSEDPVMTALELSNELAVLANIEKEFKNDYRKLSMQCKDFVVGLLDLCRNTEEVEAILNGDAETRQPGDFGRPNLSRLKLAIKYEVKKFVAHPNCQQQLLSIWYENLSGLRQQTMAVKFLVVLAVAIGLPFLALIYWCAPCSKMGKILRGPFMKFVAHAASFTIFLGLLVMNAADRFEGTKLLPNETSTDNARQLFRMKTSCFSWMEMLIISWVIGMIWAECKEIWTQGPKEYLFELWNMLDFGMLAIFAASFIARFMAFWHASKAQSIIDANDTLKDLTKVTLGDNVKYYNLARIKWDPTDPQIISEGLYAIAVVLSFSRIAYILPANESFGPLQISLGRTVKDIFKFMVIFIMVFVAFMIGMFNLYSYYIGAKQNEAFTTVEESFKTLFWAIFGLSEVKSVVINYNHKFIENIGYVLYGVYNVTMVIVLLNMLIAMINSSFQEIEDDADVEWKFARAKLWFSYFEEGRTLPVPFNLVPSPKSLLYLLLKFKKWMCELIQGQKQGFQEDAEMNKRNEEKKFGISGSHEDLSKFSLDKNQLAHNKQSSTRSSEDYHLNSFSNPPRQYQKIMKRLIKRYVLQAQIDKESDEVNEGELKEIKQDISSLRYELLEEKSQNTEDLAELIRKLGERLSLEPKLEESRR
HIF activator: HIF pathway transcriptional activators, primary screen, cell-based, U2OS HRE-luciferase, luminescence; 300,000 compounds, 0.32% hits; U2OS HRE-luciferase reporter; normalized: DMSO 0%, desferrioxamine 100%; AID 1910, 2009; activation, % at 7.5 µM (by protocol);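 active means mean activation of at least 10% of the iron chelator positive control signal, with at least half of replicates also reaching 10%; inconclusive means mean and replicate majority disagree about reaching 10%; inactive means mean and most replicates under 10%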
SKKanGAS inh: S. pyogenes SKKanGAS growth inhibitors in kanamycin, primary screen, streptokinase expression inhibitor project, SKKanGAS strain, BacTiter-Glo luminescence. 300,000 compounds, 1.3% hits. inhibition, % at 7.5 µM. 6 h;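 active means mean replicate score, as percent of positive control median, at least 50; inconclusive means mean below 50 but one replicate at or above 50; inactive means mean and every replicate below 50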;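 further: strain carries kanamycin resistance gene driven by streptokinase promoter and grows in 40 µg/ml kanamycin; loss of luminescence reflects streptokinase promoter inhibition or plain growth inhibition; 0% = median of DMSO wells and 100% = positive control at its reference dose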
TRPC4 inh: inhibitors of mouse TRPC4 channel, primary screen, Fluo4 calcium, HEK293 TRPC4beta/mu-opioid cells; AID 2247, 2010; Short transient receptor potential channel 4 (Mus musculus), Q9QUQ5; DAMGO-evoked Fluo4 calcium flux; active compounds read low; 300,000 compounds, 0.39% hits; B-score at 10 µM;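 active means B-score over 3 SD under the library average, no early fluorescence shift, positive overall ratio signal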
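Material: HEK293 cells with stable TRPC4beta plus mu-opioid receptor expression / Probe or stimulus: DAMGO in two steps, submaximal then maximal / Compound: single concentration per test compound / Technique: kinetic Fluo4 fluorescence imaging of calcium influx / Read-out: per-well B score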
TRPC4 agonist: activators of mouse TRPC4 channel, primary screen, Fluo4 calcium, HEK293 TRPC4beta/mu-opioid cells | B-score at 10 µM | Fluo4 calcium fluorescence; active compounds read high | Short transient receptor potential channel 4 (Mus musculus), Q9QUQ5 | 310,000 compounds, 0.49% hits;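 active means B-score above 5 SD of library B-scores, and initial fluorescence ratio not above library mean plus 5 SD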;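 further: positive B-score marks a calcium rise read as TRPC4 activation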
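Assay system: HEK293 stable line with TRPC4beta plus mu-opioid receptor. Times: dye 45 min RT, read 110 s. Measured by: kinetic Fluo4 calcium fluorescence. Measure: B score of integrated ratio. Controls: assay buffer as low control, maximal DAMGO as high control.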
MrgX1 antagonist: antagonists of human MrgX1 receptor, primary screen, HEK293 cells, Fluo-4 calcium flux; Mas-related G-protein coupled receptor member X1 (Homo sapiens), Q96LB2; BAM8-22 antagonism; active compounds read low; B-score at 10 µM; 310,000 compounds, 1.3% hits;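 active means calcium-response B-score plate-corrected more than 3 library SD below zero, starting fluorescence within 5 deviations, no agonist response on first addition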;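 further: peak minus trough fluorescence over baseline after final BAM8-22 challenge near maximal dose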
aSyn UTR inh: MLPCN primary screen, SNCA 5' untranslated region; 300,000 compounds, 0.82% hits; inhibition, % (tested at 7.5 µM); alpha-synuclein 5'UTR reporter, inhibitor activity; AID 1813, 2009; in the data active means inhibition above about 60%; inconclusive means no clear call, values can overlap the other calls;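 further: H4 neuroglioblastoma cells stably carrying SNCA 5'UTR luciferase fusion; 0% = DMSO wells and 100% = positive control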
TRPC6 activator: mouse TRPC6 channel activators, primary screen, cell-based, HEK293, membrane potential dye | 310,000 compounds, 0.13% hits | HEK293-TRPC6 membrane potential dye fluorescence; active compounds read high | Short transient receptor potential channel 6 (Mus musculus), Q61143 | B-score at 10 µM;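 active means B-score of the integrated fluorescence ratio above library mean plus 3 SD, and starting fluorescence ratio within library mean plus 5 SD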;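 further: higher score means more depolarization so channel activation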
IEC-6 cytotox: cytotoxicity in IEC-6 intestinal epithelial cells, primary screen, cytotoxicity control for KLF5 inhibitor project, cell-based, luminescence | IEC-6 cytotoxicity, luminescence viability | inhibition, % at 5 µM | 290,000 compounds, 0.78% hits | AID 1825, 2009; in the data active means inhibition above about 22%;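 further: 0% = plate median of test compound wells and 100% = cytotoxic reference compound wells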
TRPC4 potent: positive allosteric modulators of TRPC4, primary screen, cell-based, mouse TRPC4beta, HEK293 mu-opioid, Fluo-4 calcium; AID 2227, 2009; B-score at 10 µM; Short transient receptor potential channel 4 (Mus musculus), Q9QUQ5; DAMGO EC20, Fluo-4 Ca2+ flux; active compounds read high; 310,000 compounds, 0.42% hits;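 active means B-score of calcium response area above 5 SD of library B-scores, with initial fluorescence ratio within 5 SD of library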;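 further: B-score of integrated fluorescence ratio over time as area under calcium response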
* = called active by the depositor; i = inactive; ? = inconclusive; nt = no result given. An unsorted share of the library; overall some 5.8% were active at least once.

Fields – IEC-6 cytotox | TRPC6 inhibitor | HIF activator | KLF5 inh | TRPC4 potent | TRPC4 agonist | MrgX1 antagonist | aSyn UTR inh | TRPC6 activator | SKKanGAS inh | TRPC4 inh
Cc1c(N=Cc2ccc[nH]2)c(=O)n(-c2ccccc2)n1C
 : -1 | i | -0.1 | -19 | i | i | i | 11 | i | -4 | i
CCOC(=O)c1ccc(N=c2sc(C(=O)OC)cc(=O)n2C2CC2)cc1
 : -4 | i | 0.0 | 10 | i | i | i | 14 | i | -1 | i
Cc1nc2ccc(S(=O)(=O)NCC(=O)NC(C)c3ccccc3)cc2s1 (stereo not drawn)
 : -2 | i | 0.1 | -18 | i | i | i | -10 | i | -4 | i
CC1CCCC(C)N1CC(O)Cn1c2ccccc2c2ccccc21 (stereo not drawn)
 : 4 | i | -1.0 | -13 | i | i | i | -21 | i | -3 | i
CC(C)CCNC(=O)c1c[nH]c2ccc(S(=O)(=O)N3CCOCC3)cc2c1=O
 : 12 | i | 0.2 | 29 | i | i | i | 14 | i | 9 | i
C/C(=N\O)c1noc(C)c1C(=O)Nc1nccs1
 : 5 | i | -0.5 | 7 | i | i | i | 3 | i | 20 | i
O=C(NNC(=O)c1ccncc1)Nc1ccccc1
 : 2 | i | -1.7 | -3 | i | i | i | 2 | i | 2 | i
O=C(COC(=O)Cc1ccccc1F)NNC(=O)c1ccc([N+](=O)[O-])cc1
 : nt | i | 0.1 | nt | i | i | i | 3 | i | -1 | i
CN1C(=O)NC(c2ccccc2)(C(F)(F)F)S/C1=C(/C#N)c1nnc(N2CCOCC2)n1-c1ccccc1 (stereo not drawn)
 : -6 | i | 0.4 | -15 | i | i | i | -4 | i | ? | i
CCSc1nc(C)nc2sc(C)c(C)c12
 : -7 | i | 0.0 | -12 | i | i | i | 12 | i | 8 | i
COc1cc2c(cc1OC)-c1cc(NC3CC3)nc(=O)n1CC2
 : 2 | i | 0.1 | 0 | i | i | i | 14 | i | -2 | i
COc1ccc(C(C)=O)cc1CN(c1ccccc1OC)S(=O)(=O)c1cccs1
 : -2 | i | 0.2 | -10 | i | i | i | 14 | i | 2 | i
CCc1nc(NCCN)c(C#N)c2c1CSC(C)(C)C2
 : -2 | i | -0.1 | -15 | i | i | i | 15 | i | -6 | i
COc1ccc([N+](=O)[O-])cc1NC(=O)C(C)OC(=O)C1c2ccccc2Oc2ccccc21 (stereo not drawn)
 : -1 | i | -0.3 | -7 | i | i | i | 17 | i | 14 | i
O=c1c(-c2ccccc2)c[nH]n1-c1cccc([N+](=O)[O-])c1
 : -4 | i | 0.1 | -113 | i | i | i | -87 | i | 12 | i
COCCOCC(=O)Nc1ccc(S(=O)(=O)Nc2cc(C)nc(C)n2)cc1
 : -7 | i | 1.3 | -16 | i | i | i | 7 | i | 6 | i
Cc1nn(CC(=O)N/N=C/c2ccc3c(c2)OCO3)c(C)c1Br
 : 1 | i | -0.2 | -3 | i | i | i | 33 | i | -1 | i
O=C(c1ccc(Cl)c(Cl)c1)N1CCN(Cc2ccc3c(c2)OCO3)CC1
 : -6 | i | 1.6 | -10 | i | i | i | 6 | i | 8 | i
CC(C)(C)c1ccc(OCCC(=O)OCC(=O)N2c3ccccc3NC(=O)C2(C)C)cc1
 : nt | i | -0.3 | nt | i | i | i | 4 | i | -14 | i
Cc1ccc(C)c2[nH]c(=O)c(C(c3nnnn3C3CCCC3)N3CCOCC3)cc12 (stereo not drawn)
 : -9 | i | -0.4 | 2 | 23* | i | i | -5 | i | -5 | i

Single entries from the list.
In aSyn UTR inh, Cc1nc2ccc(S(=O)(=O)NCC(=O)NC(C)c3ccccc3)cc2s1 (stereo not drawn) has the entry -10
In aSyn UTR inh, CCc1nc(NCCN)c(C#N)c2c1CSC(C)(C)C2 has the entry 15

New compounds follow
Fields – IEC-6 cytotox | TRPC6 inhibitor | HIF activator | KLF5 inh | TRPC4 potent | TRPC4 agonist | MrgX1 antagonist | aSyn UTR inh | TRPC6 activator | SKKanGAS inh | TRPC4 inh
CN(C)c1ccc(/C=N/NC(=O)c2ccn(C)n2)cc1
 : 0 | i | 2.6 | -84 | i | i | i | -115 | i | 5 | i
O=C(O)c1cc2ccc3ccccc3c2oc1=O
 : 2 | i | -0.3 | -17 | i | i | i | 9 | i | -7 | i
COc1cc(NC(=O)COc2c(C)cc(C)cc2[N+](=O)[O-])c(OC)cc1Cl
 : 2 | i | 0.6 | 10 | i | i | i | 14 | i | 8 | i
COC(=O)c1cccc(OC(N)=O)c1
 : 4 | i | 0.1 | -38 | i | i | i | 21 | i | -8 | i
O=C(O)CCC(=O)N1c2ccccc2NC2=C(C(=O)CC(c3ccc(F)cc3)C2)C1c1ccc([N+](=O)[O-])o1 (stereo not drawn)
 : 5 | i | 0.2 | -28 | i | i | i | -11 | i | 1 | i
COc1ccc(C)cc1NC(=O)c1nnn(Cc2cc(C)ccc2C)c1N
 : 4 | i | 0.5 | -4 | i | i | -5.2* | 30 | i | -11 | i
CN1CCN(C(=O)/C=C/c2cn(-c3ccccc3)nc2-c2ccc3c(c2)OCCO3)CC1
 : 4 | i | -0.5 | -28 | i | i | i | -38 | i | -14 | i
O=C(CCC(=O)N1CCN(c2ccccc2F)CC1)c1ccc(F)cc1
 : 1 | i | 0.2 | 0 | i | i | i | -11 | i | -3 | i
COc1ccc(S(=O)(=O)N(C)c2ccc(C(=O)NCc3ccncc3)cc2)cc1
 : 3 | i | -0.8 | -15 | i | i | i | -1 | i | -2 | i
COC(=O)CC1COc2ccccc2N1S(=O)(=O)c1ccc(OC)cc1 (stereo not drawn)
 : 31* | i | 1.3 | 32 | i | i | i | -23 | i | 6 | i
CCOC(=O)c1c(C)[nH]c(C)c1C(=O)CSc1nc2ccccc2n1CC
 : 4 | i | -5.3 | 1 | i | i | i | 16 | i | 1 | i
COCC(=O)Nc1nc(-c2ccccc2)ns1
 : 2 | i | 0.8 | -11 | i | i | i | -78 | i | -1 | i
O=C(CSc1nc2ccccc2n1CC(=O)N1CCCCC1)N1CCCCC1
 : -9 | i | 0.8 | -20 | i | i | i | -2 | i | 8 | i
COC(=O)CCC(=O)Nc1ccc(S(=O)(=O)Nc2cc(OC)nc(OC)n2)cc1
 : 4 | i | 0.5 | -3 | i | i | i | 1 | i | 7 | i
COc1cc(CCC(=O)Nc2cc(C)cc(C)c2)cc(OC)c1OC
 : 1 | i | -0.1 | -41 | i | i | i | 17 | i | -15 | i
CCOC(=O)Cc1csc(/N=C/c2c(O)n(-c3ccc(C)cc3C)c(=O)c3ccccc23)n1
 : -11 | i | -0.2 | 0 | i | i | i | 23 | i | -9 | i
CC(C)CCNC(=O)c1ccc(Cn2c(=S)[nH]c3ccccc3c2=O)cc1
 : 6 | i | -0.2 | -11 | i | i | i | 11 | i | 28 | i
O=C(Nc1ccc(Br)cn1)c1cccc(C(=O)Nc2ccc(Br)cn2)c1
 : -9 | i | 0.5 | -62 | i | i | i | -55 | i | 3 | i
CSc1ccc(CNC(=O)CCn2ccc3cc(S(=O)(=O)N4CCCC4)ccc32)cc1
 : -3 | i | 0.1 | -9 | i | i | i | 18 | i | 0 | i
O=C(N/N=C/c1cccc(Cl)c1)c1c(O)c2c([nH]c1=O)CCCC2
 : -11 | i | 0.7 | 1 | i | i | i | -100 | i | -2 | i
CSc1n[nH]c(NCc2cccs2)n1
 : 7 | i | -0.5 | -23 | i | i | i | -20 | i | 5 | i
CCOC(=O)C1=C(C)N(c2ccccc2)C(=O)NC1c1cccc([N+](=O)[O-])c1 (stereo not drawn)
 : -6 | i | -0.6 | 1 | 15* | i | i | 35 | i | 6 | i
COc1ccc(CCN(C)C(=O)c2ccc(COc3ccccc3)o2)cc1OC
 : 3 | i | -0.5 | -9 | i | i | i | 10 | i | -4 | i
O=c1cc[nH]c2cccc(Cc3ccccc3)c12
 : 0 | i | -0.6 | -41 | i | i | i | -3 | i | 3 | i
Cn1c(=O)n(Cc2ccc(F)cc2)c(=O)c2c1nc1n2CCCN1C1CCCCC1
 : -2 | i | 1.7 | -14 | i | i | i | 29 | i | 11 | i
O=C(Nc1ccc(COc2ccccc2)cc1)Nc1cccc(C(=O)O)c1
 : -6 | i | -0.5 | -32 | i | i | i | -20 | i | 0 | i
CCCOC(=O)c1ccc(NC(=O)CCC(=O)OCC)cc1
 : 10 | i | 1.3 | 2 | i | i | i | -36 | i | -8 | i
COc1ccc(C)cc1S(=O)(=O)Nc1ccc2c(c1)N(C(C)=O)CCC2
 : nt | i | -0.1 | nt | i | i | i | -1 | i | 28 | i
O=S(=O)(c1ccc2ccccc2c1)N1CCC(c2nc(-c3ccncc3)no2)CC1
 : -4 | i | -0.1 | -31 | i | i | i | 25 | i | 1 | i
CCOc1ccc(CN(C(=O)c2oc3cc(C)ccc3c2C)C2CCS(=O)(=O)C2)cc1 (stereo not drawn)
 : -5 | i | 0.2 | 1 | i | i | i | 11 | i | 4 | i
O=C(N/N=C/c1ccc(COc2ccc(Br)cc2)o1)c1ccc2c(c1)OCO2
 : 3 | i | -0.4 | -9 | i | i | nt | -31 | i | 3 | i
CSc1nc2nc(-c3ccc(F)cc3)c(CCN3CCN(C)CC3)cn2n1
 : 4 | i | -0.3 | 10 | i | i | i | 11 | i | 0 | i
CCC(=O)N1CCc2cc(S(=O)(=O)N(C)c3ccc(OC)cc3OC)ccc21
 : -3 | i | -9.6 | -52 | i | i | i | 8 | i | 2 | i
C/C(=N/O)c1no[n+]([O-])c1/C(C)=N\O
 : -8 | i | -0.3 | -2 | i | i | i | -6 | i | -1 | i
